# Screens (PubChem)
# phage Ecoli inh – growth loss of phage-infected E. coli, primary screen, RecBCD inhibitor project, absorbance, with phage, HTS | 0.26% of 360,000 active | inhibition, % at 11.9 µM; in the data active = inhibition above about 11%
# * = called active by the depositor. These rows are one share of the data; rates above refer to the full screens.
nr | SMILES | phage Ecoli inh
1 | CCOC(=O)C1=CCN(S(=O)(=O)c2ccccc2Br)C1c1ccc(C)cc1 (stereo not drawn) | 1.5
2 | COC1OC(c2ccccc2)=C(c2cnc(N)nc2)c2ccc(F)cc21 (stereo not drawn) | 2.1
3 | COCCN1C[C@@H](CO)O[C@@H](n2cnc3c(NCc4ccncc4)ncnc32)C1 | 3.5
4 | CCCCC1CC2=C(C(=O)OC(C)(C)O2)C(c2ccc(F)cc2)O1 (stereo not drawn) | -1.0
5 | Cc1ccc2c(c1)N(Cc1ccccc1)C(=O)C(C)S2 (stereo not drawn) | -1.4
6 | CC(C)(C)c1ccc(Nc2n[nH]c3ccccc23)cc1 | 2.9
7 | O=S(=O)(c1cccs1)N1CCCc2nc(-c3ccc(F)cc3)ccc21 | 1.9
8 | COCCCNC(=O)C[C@@H]1C[C@@]2(C(=O)OC)CCCCC=C2N(Cc2ccccc2)C1=O | -2.0
9 | CCc1nc2ccc(C(=O)NCc3ccc4c(c3)OCO4)cn2c1N(C)CCC(C)C | 2.0
10 | COC(=O)c1ccc2nc(-c3ccc(OC)c(OC)c3)c(Cc3ccsc3)n2c1 | 0.5
11 | Cc1cccc(C)c1NC(=O)C(c1ccc(C(F)(F)F)cc1)n1c(=O)c(-c2cc3ccccc3[nH]2)nc2ccccc21 (stereo not drawn) | 2.7
12 | O=C(NCCc1ccc(Cl)cc1)c1ccc2c(=O)[nH]c3c(C(=O)NCC4CCCO4)sc(=S)n3c2c1 (stereo not drawn) | 1.9
13 | Fc1cccc(Cc2c(-c3cccc(Cl)c3)nc3ccc(Br)cn23)c1 | 0.6
14 | CC1=C(C(=O)N(C(C)C)C(C)C)CC(CC(=O)NCc2ccco2)C(=O)N1Cc1ccc(F)cc1 (stereo not drawn) | 1.8
15 | CC1(C(=O)NS(=O)(=O)c2cccc(Cl)c2)CCN1C(=O)C1(c2ccccc2)CC1 (stereo not drawn) | 2.0
16 | CCOC(=O)C(CNc1ccc(OCc2ccccc2)cc1)NC(=O)c1ccccc1 (stereo not drawn) | 6.0
17 | CCCCN(C)C(=O)c1ccc(Nc2nc(C(N)CCc3ccccc3)cs2)nc1 (stereo not drawn) | 1.6
18 | C=CCC[C@H](CCCCC)OC(=O)/C=C/[C@@H](O)[C@H](O)C[C@H](O)CC=C | 1.2
19 | CCCCNC(=O)C(NC(=O)c1cccc2ccccc12)C(=O)c1ccccc1 (stereo not drawn) | 1.8
20 | CC(C)c1cccc(C(C)C)c1NC(=O)OC1CCCCC1 | 0.3
21 | CO[C@@H]1CN(C)C(=O)c2cc(NC(=O)C3CC3)ccc2OC[C@H](C)N(C(=O)CN2CCOCC2)C[C@@H]1C | 3.3
22 | C#CCNC(=O)c1ccc2sc([C@@H]3O[C@H](CO)[C@H](O)[C@H](O)[C@H]3O)nc2c1 | 1.1
23 | CCC(C(=O)NC1CCCC1)n1c(C2CC2)nc2ccccc21 (stereo not drawn) | 1.9
24 | CCOC(=O)[C@]12CCC=C1N(Cc1cccc3ccccc13)C(=O)[C@H](CC(=O)N1CCCCC1)C2 | -0.4
25 | Cc1cccc(C(O)c2ncc(-c3cccc(C(F)(F)F)c3)[nH]2)c1C (stereo not drawn) | 0.5

# Going on with the list:
nr | SMILES | phage Ecoli inh
26 | CCCNC(=O)C1(C)CCCN(Cc2cccc3ccccc23)C1 (stereo not drawn) | 3.2
27 | O=C(N1CCOCC1)N1[C@H](COCc2ccccc2)C=CS1(=O)=O | 0.7
28 | CCOC(=O)C1(C)CCCN(C(=O)c2snnc2C)C1 (stereo not drawn) | 1.2
29 | N#Cc1c(N)[nH]c(C(=O)c2ccccc2)c1-c1ccc(Br)cc1 | 3.0
30 | CCOC(=O)C1=CCN(S(=O)(=O)c2ccc([N+](=O)[O-])cc2)C1c1ccc(C)cc1 (stereo not drawn) | 4.4
31 | Cn1ccc2c(-c3ccc(C(N)=O)cc3)cc3c(c21)C1CCC3C1 (stereo not drawn) | -0.1
32 | O=C(CC[C@H]1O[C@@H](n2cnc3c(NC(=O)c4ccccc4)ncnc32)[C@H](O)[C@@H]1O)NCCc1cc2ccccc2[nH]1 | -1.4
33 | O=C(NCc1cccnc1)c1cc(C2CCCCN2C(=O)OCc2ccccc2)on1 (stereo not drawn) | 2.5
34 | O=C1NC[C@@H](Cc2cccc3ccccc23)N(CCc2cccc(F)c2)C1=O | 1.9
35 | COc1ccccc1-c1cnc(C(O)c2ccc(F)c(F)c2)[nH]1 (stereo not drawn) | 6.4
36 | Cc1ccc(S(=O)(=O)N2[C@@H](CO)CO[C@H]2CC(=O)OCc2ccccc2)cc1 | -0.6
37 | CC1(O)C(=O)C2(C)C=CC1C1C(=O)N(c3ccccc3)C(=O)C12 (stereo not drawn) | 2.6
38 | Cn1ccc2c(-c3cccc4ccccc34)cc3c(c21)C1CCC3C1 (stereo not drawn) | 0.2
39 | CCCCCCCCN1C(=O)[C@@H](CC(=O)NCc2cccc(C(F)(F)F)c2)C[C@@]2(C(=O)OC)C1=C[C@H](C(C)(C)C)O[C@@H]2C | 1.3
40 | CCOC1=C2[C@H]([C@H]3C(=O)N(c4ccccc4)C(=O)[C@H]3C1)[C@@H](c1ccccc1)N(S(=O)(=O)c1ccc(C)cc1)[C@H]2c1ccccc1 | 1.4
41 | O=C(c1cc(C2CCCCN2S(=O)(=O)c2ccccc2)on1)N1CCOCC1 (stereo not drawn) | 2.3
42 | CC(=O)O[C@@H]1C=C[C@@H](C#Cc2ccc(C(C)(C)C)cc2)O[C@@H]1COC(=O)Nc1ccccc1 | 0.5
43 | COc1cc(F)ccc1-c1csc(C(O)c2ccc(F)cc2)n1 (stereo not drawn) | 1.3
44 | COc1cccc(C2NC(=S)N(Cc3ccc(F)cc3)C(C)=C2C(C)=O)c1 (stereo not drawn) | 2.0
45 | COC(=O)CCCn1cc(CN(C)C2CN(Cc3cn(CCCC(=O)OC)nn3)S(=O)(=O)C2)nn1 (stereo not drawn) | 3.7
46 | COC(=O)[C@@]1(Cc2ccc(OC)cc2)[C@H]2c3cc(C(=O)N4CCCC4)n(Cc4ccccc4)c3C[C@H]2CN1C(=O)c1ccccc1 | 1.7
47 | CCc1nc2ccc(C(=O)Nc3ccc(OC)c(OC)c3)cn2c1N(CC)Cc1ccc(OC)c(OC)c1 | -0.8
48 | Cc1cc(O)cc(=O)n1-c1cccc(C(F)(F)F)c1 | 3.0
49 | NC(c1ccccc1)c1csc(Nc2ccc(C(=O)NCCCO)cn2)n1 (stereo not drawn) | 1.0
50 | CCOC(=O)Cc1ccc(Nc2nc3cc(-c4ccccc4C)sc3c(=O)n2C)cc1 | 0.8

# (continued)
nr | SMILES | phage Ecoli inh
51 | O=S1(=O)CC(N2CCN(c3ccccn3)CC2)CN1Cc1ccc(F)cc1 (stereo not drawn) | 3.7
52 | CCOC(=O)C1(C)CCN1C(=O)CSc1ccccc1 (stereo not drawn) | 2.7
53 | CCC(=O)N1CCC1(C)C(=O)Nc1cc(OC)ccc1OC (stereo not drawn) | 3.0
54 | Cc1ccc(-c2csc(C(C)(O)c3cccc(F)c3)n2)cc1C (stereo not drawn) | -0.8
55 | O=C(O)c1cccc(-c2csc(C(O)c3cccc(Cl)c3)n2)c1 (stereo not drawn) | 3.7
56 | N#Cc1ccc2nc(-c3ccc(CN4CCC(n5cc(-c6ccccc6)[nH]c5=O)CC4)cc3)c(-c3ccccc3)nc2c1 | -0.2
57 | COc1cc(NC(=O)N2CCc3nc(NCc4cccc(Oc5ccccc5)c4)ncc3C2)cc(OC)c1OC | 0.5
58 | CC(C)C[C@@H](CN1CCC[C@@H]1CN1C(=S)NC[C@@H]1Cc1ccccc1)N1C[C@H](Cc2ccc(O)cc2)N(CC2CCCCC2)C1=S | -3.3
59 | COc1cccc(-c2nc(-c3ccccc3)c3ccc(Cl)cc3n2)c1 | -0.2
60 | OC[C@@H]1CN(Cc2ccc3c(c2)OCO3)C[C@H](n2cnc3c(N4CCN(c5ccccc5)CC4)ncnc32)O1 | 3.4
61 | COCCNC(=O)C1CCCN(C(=O)c2nc(C)oc2C)CC1 (stereo not drawn) | 2.9
62 | CC1(C(=O)NS(=O)(=O)c2cccc(Cl)c2)CCN1C(=O)CCc1cccs1 (stereo not drawn) | -0.8
63 | CCOC(=O)CN1C(=O)N2C[C@H]3CON(C)[C@H]3C[C@H]2c2ccccc21 | 3.3
64 | CCc1nc2ccc(C(=O)Nc3cccc(OC)c3)cn2c1N(C)Cc1ccc(OC)cc1 | -0.1
65 | C[C@@H]1CN([C@H](C)CO)C(=O)CCCn2cc(nn2)CO[C@H]1CN(C)S(=O)(=O)c1ccccc1F | 3.1
66 | CCCCN1C(=O)C(=O)NC[C@@H]1CC1CCCCC1 | 1.8
67 | CC1=C(C(=O)N2CCCCCC2)CC(CC(=O)NC(c2ccccc2)c2ccccc2)C(=O)N1CCC1=CCCCC1 (stereo not drawn) | 1.4
68 | Cc1cccc(CN2CCN([C@H]3CS(=O)(=O)N[C@@H]3COCc3ccccc3)CC2)c1 | 3.1
69 | N#Cc1cccnc1N1CCN(C(C(=O)NC2CCCC2)c2ccc(F)cc2)CC1 (stereo not drawn) | -1.7
70 | Fc1ccc(Nc2nc(NCc3cccs3)nc3ccsc23)cc1 | 3.0
71 | CCNC(=O)C1(C)CCCCN1Cc1ccc(C#N)cc1 (stereo not drawn) | 0.8
72 | CCc1c(-c2cccc(Br)c2)ncn1Cc1cccc(-c2ccccc2)c1 | 0.6
73 | Cc1cccc(-n2c(SCN3C(=O)c4ccccc4C3=O)nc3ccccc3c2=O)c1 | 2.8
74 | CCCCc1c(-c2cccc(Br)c2)ncn1CCc1ccccc1OC | 0.6
75 | O=C(Nc1ccccc1)C1Cc2c(-c3ccc4c(c3)OCO4)ccnc2O1 (stereo not drawn) | 1.9

# Additional records follow.
nr | SMILES | phage Ecoli inh
76 | O=C(NCc1ccccc1)[C@H]1CCCN1C(=O)[C@H]1CCCN1C(=O)c1ccc(OC(F)(F)F)cc1 | 2.7
77 | Cc1cnc(CNc2nc3cc(-c4ccccc4C)sc3c(=O)n2C)cn1 | 1.7
78 | Cc1cn([C@H]2C[C@H](O)[C@@H](/C=C/C(=O)NCc3ccc(N(C)C)cc3)O2)c(=O)[nH]c1=O | 2.5
79 | CCc1c(-c2cccc(OC)c2)ncn1CCc1ccccc1OC | 0.5
80 | CC(C)CC(N)c1csc(Nc2ccc(C(=O)N(C)Cc3ccccc3)cn2)n1 (stereo not drawn) | 1.6
81 | CN(CCc1ccccc1)C(C(=O)Nc1ccc2c(c1)OCCO2)C1CC1 (stereo not drawn) | -0.2
82 | CC1(C)CC(Cc2ccc(C(F)(F)F)cn2)N(C(=O)OC(C)(C)C)C1 (stereo not drawn) | -0.8
83 | CCCCOCCCNC(=O)C[C@H]1C[C@@]2(C(=O)OC)C(=C[C@H](C3CCCC3)O[C@@H]2C)N(Cc2ccccc2)C1=O | 1.9
84 | O=C(NCC1CC1)c1cc2c(c(-c3cccc(-c4ccccc4F)c3)n1)[C@@H](CCO)N(C(=O)CC1CC1)C2 | -2.5
85 | CCc1nc2ccc(C(=O)NCc3ccccc3OC)cn2c1N(CC)Cc1cccc(Br)c1 | 0.8
86 | CCOC(=O)C1=C(C(=O)OCC)C2N(Cc3ccc(C(F)(F)F)cc3)c3ccccc3[C@@]23C[C@@H](C(=O)OC)N(S(=O)(=O)c2ccc(OC)cc2)C3=N1 (stereo partly drawn) | 2.7
87 | CC1(C(=O)Nc2ccc3c(c2)OCCO3)CN(S(C)(=O)=O)CC(=O)N1Cc1ccco1 (stereo not drawn) | 0.4
88 | COC(=O)[C@]12CCCCC=C1N(CCc1ccc(OC)c(OC)c1)C(=O)[C@H](CC(=O)N1CCN(C(=O)C3CC3)CC1)C2 | 4.4
89 | CN1OC[C@@H]2CN(S(=O)(=O)c3ccccc3)[C@H](c3ccccc3Br)C[C@@H]21 | 2.5
90 | CCC1Cc2[nH]c(=S)[nH]c(=O)c2C(c2ccc(F)cc2)O1 (stereo not drawn) | 1.8
91 | CC(C)COC(=O)N1CCCCC1c1cc(C(=O)NCc2ccccc2)no1 (stereo not drawn) | 0.2
92 | Cc1cccc(CN2CCN([C@@H]3CS(=O)(=O)N[C@H]3COCc3ccccc3)CC2)c1 | 0.6
93 | COc1ccccc1-c1csc(C(NC(C)=O)c2ccc(F)c(F)c2)n1 (stereo not drawn) | 2.8
94 | CC1CCN(C(=O)c2ncn3c2C(=O)NC[C@H]3C)CC1 | 1.4
95 | CC[C@@H]1CC2=C(C(=O)OC(C)(C)O2)[C@H](c2ccc(F)cc2)O1 | 1.2
96 | O=C(CC[C@H]1O[C@@H](n2cnc3c(NC(=O)c4ccccc4)ncnc32)[C@H](O)[C@@H]1O)NCc1ccc2c(c1)OCO2 | 2.5
97 | CC(C)C[C@@H]1O[C@H](CCc2ccccc2)CC2=C1C(=O)OC(C)(C)O2 | 2.9
98 | COc1ccc(CN(C)C(=O)[C@H]2O[C@@H](n3ccc(N)nc3=O)[C@H](O)[C@@H]2O)cc1OC | 2.7
99 | O=C(Nc1ccc(F)c(Cl)c1)c1csc([C@H]2C[C@H](O)[C@@H](CO)O2)n1 | 2.1
100 | OC(c1ccc(F)cc1)c1ncc(-c2ccccc2F)[nH]1 (stereo not drawn) | 1.1

# Of the compounds above, these contain two or more sulfur atoms.
nr | SMILES | phage Ecoli inh
7 | O=S(=O)(c1cccs1)N1CCCc2nc(-c3ccc(F)cc3)ccc21 | 1.9
12 | O=C(NCCc1ccc(Cl)cc1)c1ccc2c(=O)[nH]c3c(C(=O)NCC4CCCO4)sc(=S)n3c2c1 (stereo not drawn) | 1.9
58 | CC(C)C[C@@H](CN1CCC[C@@H]1CN1C(=S)NC[C@@H]1Cc1ccccc1)N1C[C@H](Cc2ccc(O)cc2)N(CC2CCCCC2)C1=S | -3.3
62 | CC1(C(=O)NS(=O)(=O)c2cccc(Cl)c2)CCN1C(=O)CCc1cccs1 (stereo not drawn) | -0.8
70 | Fc1ccc(Nc2nc(NCc3cccs3)nc3ccsc23)cc1 | 3.0

# Later entries
nr | SMILES | phage Ecoli inh
101 | CC(=O)Nc1cccc(-c2ccnc3c2CC(C(=O)NCc2cccnc2)O3)c1 (stereo not drawn) | 1.1
102 | COC(=O)C[C@H]1C=C[C@@H](NS(=O)(=O)c2ccccc2)[C@@H](CO)O1 | 2.7
103 | CN1CCN(c2ccc(-c3cc(NC=O)c4ncc(-c5ccc(F)c(Cl)c5)n4c3)cc2)CC1 | 0.9
104 | CC1(C(=O)Nc2ccccc2Br)CCN1C(=O)CC1CC1 (stereo not drawn) | 0.7
105 | CSc1ccc(Cn2c(C)c(C(=O)NCc3ccc(Cl)c(Cl)c3)sc2=O)cc1 | 0.0
